Compound activity deposited in PubChem by several laboratories.
p-CIP stab down – compounds decreasing mouse p/CIP protein stability | F442A p/CIP-EGFP cells, EGFP fluorescence, 16 h | decrease of EGFP signal, % at 10 µM | 0.01% of 290,000 active;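 active means EGFP signal decrease of at least 30% at 10 µM or well 3 SD below plate mean, unless failing retest; inactive means the rest, including hits failing retest or dose response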; further: some compounds called inactive have numbers as strong as hits; many of its hits are not listed in these tables
Target sequence (Q05BA5 1-1403): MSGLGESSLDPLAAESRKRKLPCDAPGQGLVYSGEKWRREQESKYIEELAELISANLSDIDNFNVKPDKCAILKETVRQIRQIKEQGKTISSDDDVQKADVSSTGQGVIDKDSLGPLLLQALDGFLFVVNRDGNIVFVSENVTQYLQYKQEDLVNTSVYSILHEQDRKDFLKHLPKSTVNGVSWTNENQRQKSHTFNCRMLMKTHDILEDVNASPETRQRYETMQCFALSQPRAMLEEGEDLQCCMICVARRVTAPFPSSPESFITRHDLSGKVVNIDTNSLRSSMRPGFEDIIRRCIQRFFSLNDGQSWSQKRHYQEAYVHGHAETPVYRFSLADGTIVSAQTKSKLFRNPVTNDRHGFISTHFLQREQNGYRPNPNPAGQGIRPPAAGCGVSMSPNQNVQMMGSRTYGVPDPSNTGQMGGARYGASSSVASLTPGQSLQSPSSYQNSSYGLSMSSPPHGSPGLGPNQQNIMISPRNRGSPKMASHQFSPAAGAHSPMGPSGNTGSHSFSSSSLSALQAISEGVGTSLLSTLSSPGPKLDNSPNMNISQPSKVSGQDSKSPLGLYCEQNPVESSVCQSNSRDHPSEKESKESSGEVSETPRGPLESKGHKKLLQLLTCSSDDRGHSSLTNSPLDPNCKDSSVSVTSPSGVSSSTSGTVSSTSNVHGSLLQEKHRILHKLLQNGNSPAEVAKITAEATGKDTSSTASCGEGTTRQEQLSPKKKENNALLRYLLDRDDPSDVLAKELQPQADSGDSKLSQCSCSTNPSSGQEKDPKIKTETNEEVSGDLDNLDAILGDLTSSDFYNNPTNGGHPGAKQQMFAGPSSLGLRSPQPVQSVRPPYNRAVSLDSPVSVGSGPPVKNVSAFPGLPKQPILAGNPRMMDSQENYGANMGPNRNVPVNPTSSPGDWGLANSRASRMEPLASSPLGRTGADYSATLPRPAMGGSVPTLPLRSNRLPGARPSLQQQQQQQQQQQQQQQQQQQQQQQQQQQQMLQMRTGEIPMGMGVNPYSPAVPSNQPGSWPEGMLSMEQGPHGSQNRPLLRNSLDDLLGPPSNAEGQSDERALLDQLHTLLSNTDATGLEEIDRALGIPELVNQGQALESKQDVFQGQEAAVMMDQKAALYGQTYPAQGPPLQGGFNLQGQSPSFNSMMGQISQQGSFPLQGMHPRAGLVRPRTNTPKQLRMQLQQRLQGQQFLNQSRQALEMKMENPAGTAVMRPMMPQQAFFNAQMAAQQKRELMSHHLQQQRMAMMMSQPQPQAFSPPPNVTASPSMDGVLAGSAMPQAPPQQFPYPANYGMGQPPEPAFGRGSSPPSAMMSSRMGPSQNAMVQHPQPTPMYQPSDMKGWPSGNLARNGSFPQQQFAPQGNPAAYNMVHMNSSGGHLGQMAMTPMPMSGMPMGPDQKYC
SUMO HTRF inh – SUMOylation inhibition; P63279; HTRF SUMOylation assay, SAE1/SAE2 + UBC9, in vitro; inhibition, % at 35 µM; 0.36% of 290,000 active; in the data active means inhibition above about 50%, passing the limit was not always enough; further: strong numbers were not always called active
MEKK2 mut-MEK5 – signal of MEK5 binding to mutant human MEKK2 PB1 domain; AID 1530; bead flow cytometry, Alexa488-MEK5 binding to MEKK2 mutant; percent response, % at 10 µM; 0.35% of 290,000 active; in the data active means percent response above about 24%, passing the limit was not always enough; further: inactives centre near 1; some results filed as inactive read as strong as hits; reference of the scale not given here
MEKK3 PB1 HTS – raises or lowers MEK5 binding to the human MEKK3 PB1 domain | Q99759 | bead-based flow cytometry, Alexa488-MEK5 binding to MEKK3; actives lie on both sides; 0 = blocked by unlabeled MEK5, 100 = vehicle | binding response (% of control), % at 10 µM | 1.4% of 290,000 active | AID 1529;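 active means binding response more than 3 SD above or below the average of its plate-row segment, actives on both sides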;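 further: Alexa488 bead fluorescence after subtracting the streptavidin-only scavenger bead signal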
NALP1 inh – blocks the NALP1 inflammasome reconstituted in yeast; AID 2071; 0.61% of 280,000 active; inhibition, % at 10 µM; S. cerevisiae NALP1/ASC/caspase-1 growth, X-gal OD620, 72 h; in the data active means inhibition mostly above about 24%, no sharp cut-off; inactive means mostly below about 32%; further: some compounds called inactive have numbers as strong as hits
PfM18AAP inh – blocks P. falciparum M18 aspartyl aminopeptidase; 1.2% of 290,000 active; AID 1822; inhibition, % at 7.35 µM; recombinant PfM18AAP, H-Glu-NHMec fluorogenic cleavage;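 active means inhibition above the campaign mean inhibition over all tested compounds plus 3 SD, cut at about 28% in these data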;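 further: 0% = plate median of test compound wells and 100% = 2 mM ZnCl2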
IDE cell inh – inhibitors of human insulin-degrading enzyme in cells; P14735; HEK cells, FAbetaB cleavage, fluorescence polarization; inhibition, % at 5.59 µM; 0.41% of 320,000 active;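 active means percent inhibition above the average of all tested compounds plus 3 SD, set per screening campaign, cut at about 16% in these data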;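 further: IDE supplied by intact live HEK cells; FP after avidin binding of uncleaved biotin substrate so inhibition keeps polarization high; 0% = DMSO wells and 100% = 60 µM reference IDE inhibitor Ii1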
IDE act – boosts human insulin-degrading enzyme activity in HEK cells; FAbeta-B cleavage, fluorescence polarization; 0% vehicle, 100% cell-free pure enzyme wells; activation, % at 5.96 µM; 0.073% of 340,000 active; AID 493087;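 active means activation above the mean of all tested compounds plus 3 SD, set per screening campaign, cut at about 17% in these data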
MEKK2 WT-MEK5 – raises or lowers MEK5 binding to wildtype human MEKK2 PB1 domain | Q9Y2U5 | bead flow cytometry, Alexa488-MEK5 binding to MEKK2 WT; actives lie on both sides | binding response (% of control), % at 10 µM | 1.1% of 290,000 active; in the data active means binding response below about 67% or above about 130%
* marks the source's active call; other numbers are inactive results; · = not tested or not shown. The list is partial. The share of hits here may be higher or lower than overall.

SMILES	p-CIP stab down	SUMO HTRF inh	MEKK2 mut-MEK5	MEKK3 PB1 HTS	NALP1 inh	PfM18AAP inh	IDE cell inh	IDE act	MEKK2 WT-MEK5
c1ccc2c(c1)ncn2CCN1CCCCC1	-1	1	3	96	-5	6	0	4	99
CCOC(=O)/C(N=Nc1sc(C(=O)OCC)c(C)c1C(=O)OCC)=C(\C)O	7	1	6	98	19	3	2	·	107
CCS(=O)(=O)N1CCC(NC(=O)C(Cc2ccc(OC)c(OC)c2)NC(C)=O)CC1 (stereo not given)	-1	4	-1	100	15	-3	3	0	103
O=C(c1ccc(N2CCOCC2)cc1)N1CCCC(Nc2ccccc2)C1 (stereo not given)	9	-3	-3	101	27	0	2	2	102
Cc1ccc(-c2nnc(CSc3nnc(COc4cccc5ccccc45)n3-c3ccccc3)o2)cc1	-4	0	·	·	3	-3	-1	2	·
Cc1nc(N2CCN(S(=O)(=O)c3ccc(F)cc3)CC2)c2c(C)c(C)sc2n1	-5	10	8	103	2	·	6	8	102
CC(Oc1ccc2c(c1)oc(=O)c1ccccc12)C(=O)NCCN1CCOCC1 (stereo not given)	3	-3	-6	99	6	0	-3	-1	97
Cc1ccc(NC(=O)C(=O)NCCOc2ccccc2Cl)cc1	-6	1	-2	58	35	-1	3	3	90
CSc1ccc(C(=O)C2CCCN(C(=O)c3ccsc3)C2)cc1 (stereo not given)	-22	-14	-3	101	-4	-3	6	0	96
CCOC(=O)C(=Cc1ccccc1OC)C(=O)OCC	-5	-9	-14	78	-1	-8	3	2	81
CCc1c(O)nc(SCC(=O)Nc2ccccc2OC)[nH]c1=O	-3	7	2	104	-3	2	0	0	108
Cc1ccc(OCCn2cc(/C=C(\C#N)C(=O)NCC3CCCO3)c3ccccc32)cc1C (stereo not given)	-3	2	-1	117	45*	-15	-1	4	109
Cc1ccc(S(=O)(=O)N(Cc2nccn2C)C(C)C)cc1	-6	10	1	104	-11	-2	1	3	101
Cc1ccc(NC(=O)CCCCCN2C(=O)[C@@H]3Cc4ccccc4CN3C2=O)c(C)c1	3	-4	0	102	14	1	-1	-1	101
Cc1nccn1Cc1cccc2ccccc12	8	0	·	·	22	4	-4	4	·
O=C(CSc1nc(-c2ccco2)cc(C(F)(F)F)n1)NC1CCCCCCC1	·	·	2	107	·	-5	-2	5	100
CC1CCC2(CC1)NC(=O)N(CC(=O)NC(=O)NC1CCCC1)C2=O (stereo not given)	12	15	3	106	16	-1	4	3	110
Cc1ccc(-c2nc3ncccc3o2)cc1NC(=O)Cc1ccc(Cl)cc1	11	-1	1	99	8	-6	-1	-3	103
COCCN(C(=O)CSc1nnc(-c2ccc(Cl)cc2)o1)c1c(N)n(CC(C)C)c(=O)[nH]c1=O	6	4	9	102	25	0	-3	3	108
CCOC(=O)C1Nc2ccc(C(F)(F)F)cc2C2c3ccccc3CC12 (stereo not given)	·	·	5	105	·	·	-6	-5	108
COc1ccc(NC(=O)Cn2c(CCC(=O)O)ccc2-c2ccccc2)cc1	-12	-12	2	96	6	11	3	-4	98
Cc1ccc(S(=O)(=O)N2CCCOC2CNC(=O)C(=O)NCc2ccccc2C)cc1 (stereo not given)	3	12	4	96	10	-13	-3	5	98
O=C(CSc1nnc(C2CCCCC2)n1-c1ccccc1)NCc1ccco1	-11	4	-3	93	-6	8	-3	1	94
O=C(Nn1c(=O)[nH]c2ccsc2c1=O)c1ccccc1	-3	18	-8	79	-12	-2	2	6	73
Oc1ccccc1CNc1nccs1	-1	11	0	100	12	0	0	5	97
CCc1cc(C(=O)Nc2cc(S(=O)(=O)N(C)C)ccc2C)sc1C	-1	-5	-5	97	-1	2	1	3	95
CN(C)S(=O)(=O)c1ccc(NC(=O)COC(=O)CC2CC3CCC2C3)cc1 (stereo not given)	0	7	-1	94	8	5	3	4	102
CCn1c(SCC(=O)Nc2cc(C)nn2-c2ccccc2)nnc1-c1cccs1	0	23	-3	102	·	-20	0	2	103
Cc1ccc2c(c1)sc(C)[n+]2CCCS(=O)(=O)[O-]	-7	19	0	96	3	-22	12	2	98
O=C(NCCOc1ccccc1)C1CCC(=O)N(C2CCCCCC2)C1 (stereo not given)	-14	-3	3	97	-2	1	7	-7	97
Cc1ccc2cccc(NS(=O)(=O)c3ccccc3)c2n1	-39	-61	4	100	12	8	11	·	104
C=CCn1c(SCC(=O)Nc2ncc(Cc3cc(C(F)(F)F)ccc3Cl)s2)nnc1-c1ccncc1	4	34	-4	99	-5	-16	-1	-1	100
Cc1c(NC(=O)C(c2ccccc2)c2ccccc2)cccc1C(=O)O	0	24	-8	55	19	-1	-10	4	55
CCOC(=O)c1c(-c2ccccc2)c(C(C)=O)c(=O)n(C)c1C	-2	4	3	102	-6	·	1	2	100
C/C(=N\NC(=S)NC1CCCCC1)c1cccs1	1	3	-1	103	8	6	0	-1	98
CC(C)OC(=O)CN1C(=O)c2ccccc2C1=O	-1	14	8	102	-3	1	4	4	102
COc1ccccc1NC(=O)CCC(=O)OCc1cccc([N+](=O)[O-])c1	2	-5	-2	106	-7	1	0	1	103
COC(=O)c1ccc(CN2CCC(CO)(Cc3ccc(OC)cc3)CC2)cc1	7	2	5	111	20	-7	-5	3	112
CCN(CC)c1ccc(N/C(N)=N/c2nc(C(F)(F)F)cc(=O)[nH]2)cc1	-4	20	-1	100	-8	-7	-6	-3	101
CCOC(=O)c1cnc2c(C(=O)OCC)cnn2c1N	-5	17	-2	98	38*	1	-2	·	97
Clc1cccc(Cl)c1NC1=NCCC1	-1	9	-5	86	-10	-3	0	2	82
CCOc1ccc(NC(=O)CC2NCCNC2=O)cc1 (stereo not given)	5	-1	3	103	26	-4	-1	4	110
O=C(N/N=C/c1ccco1)c1cc(-c2cccs2)[nH]n1	-5	-2	12	100	-1	-2	2	-3	95
CC(C)Cc1ccc(S(=O)(=O)N2CCCC2)cc1	-16	21	6	106	-13	-2	-2	7	110
CS(=O)c1ccccc1COC(=O)Nc1cccc(Cl)c1 (stereo not given)	-8	-7	5	106	-8	-6	3	0	107
CC(=O)N(C(C)=O)c1ncc2c([nH]c3ccccc32)c1C#N	8	15	2	103	8	3	5	-2	106
CCCCC(=O)Nc1ncc(S(=O)(=O)c2ccc([N+](=O)[O-])cc2)s1	7	-2	0	103	11	-5	0	8	101
CC1CCc2sc(C(=O)NNC(=S)NC3CC3)cc2C1 (stereo not given)	-2	0	0	97	6	1	1	2	99

Reformatted as a markdown table: 15 of the compounds above
| Compound | p-CIP stab down | SUMO HTRF inh | MEKK2 mut-MEK5 | MEKK3 PB1 HTS | NALP1 inh | PfM18AAP inh | IDE cell inh | IDE act | MEKK2 WT-MEK5 |
| --- | --- | --- | --- | --- | --- | --- | --- | --- | --- |
| CCOC(=O)c1c(-c2ccccc2)c(C(C)=O)c(=O)n(C)c1C | -2 | 4 | 3 | 102 | -6 | · | 1 | 2 | 100 |
| C/C(=N\NC(=S)NC1CCCCC1)c1cccs1 | 1 | 3 | -1 | 103 | 8 | 6 | 0 | -1 | 98 |
| CC(C)OC(=O)CN1C(=O)c2ccccc2C1=O | -1 | 14 | 8 | 102 | -3 | 1 | 4 | 4 | 102 |
| COc1ccccc1NC(=O)CCC(=O)OCc1cccc([N+](=O)[O-])c1 | 2 | -5 | -2 | 106 | -7 | 1 | 0 | 1 | 103 |
| COC(=O)c1ccc(CN2CCC(CO)(Cc3ccc(OC)cc3)CC2)cc1 | 7 | 2 | 5 | 111 | 20 | -7 | -5 | 3 | 112 |
| CCN(CC)c1ccc(N/C(N)=N/c2nc(C(F)(F)F)cc(=O)[nH]2)cc1 | -4 | 20 | -1 | 100 | -8 | -7 | -6 | -3 | 101 |
| CCOC(=O)c1cnc2c(C(=O)OCC)cnn2c1N | -5 | 17 | -2 | 98 | 38* | 1 | -2 | · | 97 |
| Clc1cccc(Cl)c1NC1=NCCC1 | -1 | 9 | -5 | 86 | -10 | -3 | 0 | 2 | 82 |
| CCOc1ccc(NC(=O)CC2NCCNC2=O)cc1 (stereo not given) | 5 | -1 | 3 | 103 | 26 | -4 | -1 | 4 | 110 |
| O=C(N/N=C/c1ccco1)c1cc(-c2cccs2)[nH]n1 | -5 | -2 | 12 | 100 | -1 | -2 | 2 | -3 | 95 |
| CC(C)Cc1ccc(S(=O)(=O)N2CCCC2)cc1 | -16 | 21 | 6 | 106 | -13 | -2 | -2 | 7 | 110 |
| CS(=O)c1ccccc1COC(=O)Nc1cccc(Cl)c1 (stereo not given) | -8 | -7 | 5 | 106 | -8 | -6 | 3 | 0 | 107 |
| CC(=O)N(C(C)=O)c1ncc2c([nH]c3ccccc32)c1C#N | 8 | 15 | 2 | 103 | 8 | 3 | 5 | -2 | 106 |
| CCCCC(=O)Nc1ncc(S(=O)(=O)c2ccc([N+](=O)[O-])cc2)s1 | 7 | -2 | 0 | 103 | 11 | -5 | 0 | 8 | 101 |
| CC1CCc2sc(C(=O)NNC(=S)NC3CC3)cc2C1 (stereo not given) | -2 | 0 | 0 | 97 | 6 | 1 | 1 | 2 | 99 |

(more compounds)
SMILES	p-CIP stab down	SUMO HTRF inh	MEKK2 mut-MEK5	MEKK3 PB1 HTS	NALP1 inh	PfM18AAP inh	IDE cell inh	IDE act	MEKK2 WT-MEK5
c1csc(C(c2nnnn2C2CCCCC2)N2CCN(c3nc4ccccc4s3)CC2)c1 (stereo not given)	-7	-14	-1	86	5	-5	·	3	92
Nc1nonc1C(=O)N/N=C/c1ccncc1	1	6	0	107	8	2	6	-1	104
COc1ccccc1CNc1ccc(N2CCOCC2)c(C(=O)O)c1	-7	6	-4	101	30	3	1	1	100
CCCCSc1nc(C)c(CC(=O)OC)c(=O)[nH]1	4	0	-1	101	17	-7	-2	-6	102
O=C(Nc1ccc2c(c1)OCO2)C1CC(c2ccc(Cl)cc2)=NO1 (stereo not given)	4	-26	0	100	7	-5	6	4	100
CCOc1ccc2nc(N3CCCC(C(=O)NCCCN4CC(C)CC(C)C4)C3)sc2c1 (stereo not given)	-6	13	16	107	15	2	-2	-1	142*
COc1ccc(CNC(=O)CN(C(=O)c2csnn2)c2cccc(C(C)=O)c2)cc1	17	7	1	99	5	2	3	-5	99
CCn1c(C)nc2cc(C(=O)N/N=C(\C)c3ccc(OC)cc3O)ccc21	-18	16	1	103	-27	-4	·	-9	100
O=C1CSC(=Nc2ccccc2[N+](=O)[O-])N1	-12	12	-1	100	11	0	-6	-2	98
O=C(CCc1ccccc1)NNC(=O)Nc1cccc(Cl)c1	-6	11	-2	103	14	0	-2	3	104
COc1ccc(OCCNc2cc(N3CCOCC3)ccc2[N+](=O)[O-])cc1	4	-2	·	·	14	0	-8	20*	·
O=C(Cn1cc2c(n1)CCCC2)NC1CCCCCC1	-15	10	2	100	34	-5	-1	4	101
CCOC(=O)c1ccccc1NC(=O)/C(C)=C/C(=O)O	-2	14	3	105	18	-8	-8	1	103
COc1ccccc1C1C2C(=O)N(c3ccccc3)C(=O)C2ON1c1ccccc1 (stereo not given)	-11	3	1	104	9	1	-3	1	96
O=C(O)COc1ccccc1-c1ccccc1	-4	13	11	98	-6	3	-1	-4	102
CCOP(=O)(Cc1ccc(C(C)(C)CC(C)=O)o1)OCC	-8	4	18	107	2	-5	2	2	105
